Compound activity (PubChem BioAssay)
TbREL1 primary – TbREL1 inhibition, primary screen. TbREL1 RNA ligation, FRET fluorescence. inhibition, % at 9.66 µM. 0.49% of 89,000 active;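 active = inhibition above the mean inhibition across all screened compounds plus 3 SD, cut at about 11% in these data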;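 also: 0% = plate median of test wells and 100% = NSC42067 control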
Target sequence (P86926 whole entry, looked up): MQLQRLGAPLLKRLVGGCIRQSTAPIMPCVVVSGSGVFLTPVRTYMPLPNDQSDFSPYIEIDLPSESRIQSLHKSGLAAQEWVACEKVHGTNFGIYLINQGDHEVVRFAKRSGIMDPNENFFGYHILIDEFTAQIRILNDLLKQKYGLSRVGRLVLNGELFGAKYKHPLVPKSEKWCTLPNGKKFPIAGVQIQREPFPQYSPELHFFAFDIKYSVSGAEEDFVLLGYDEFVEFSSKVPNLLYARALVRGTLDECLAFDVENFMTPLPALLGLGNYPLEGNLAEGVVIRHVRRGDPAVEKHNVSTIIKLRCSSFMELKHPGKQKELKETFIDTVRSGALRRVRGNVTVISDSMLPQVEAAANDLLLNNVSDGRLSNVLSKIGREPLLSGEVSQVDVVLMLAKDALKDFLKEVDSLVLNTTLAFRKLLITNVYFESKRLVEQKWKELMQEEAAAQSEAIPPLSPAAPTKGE
* marks the source's active call; other numbers are inactive results.

item	Compound	TbREL1 primary
1	Cc1ccc(C(=O)N2CCN(C)CC2)cc1[N+](=O)[O-]	-0.3
2	COC(=O)c1cc(OC)c(OC)cc1NC(=S)Nc1cccc(Cl)c1	0.9
3	O=C([C@H]1O[C@@H](n2ccc(=O)[nH]c2=O)[C@H](O)[C@@H]1O)N1CCC(F)(F)CC1	4.1
4	C=C(Br)Cn1c(CC(C)C)nc2ccccc21	1.5
5	CCc1ccc(Nc2nnc(SCC(=O)c3c(N)n(C4CC4)c(=O)[nH]c3=O)s2)cc1	-2.2
6	COc1ccc(CNC(=O)c2sc(=O)n(Cc3ccccc3C)c2C)cc1	-0.1
7	N#Cc1nc(-c2ccc(F)cc2)oc1N1CCCC1	-0.5
8	CC(=O)c1ccc(NC(=O)/C(Cl)=C/c2ccccc2)cc1	-1.2
9	CC1=C(C(=O)OCC2CCCO2)C(c2ccc(Cl)c(Cl)c2)NC(=O)N1 (stereo not given)	-3.5
10	O=S(=O)(c1ccc(-c2nc3ccccc3s2)cc1)N1CCCC1	-2.9
11	Cc1ccc(C(=O)NCCNc2ncc(C(F)(F)F)cc2Cl)cc1[N+](=O)[O-]	3.9
12	O=C(NCC1CCCO1)C12CN(Cc3ccccc3)CC1C(c1cccc([N+](=O)[O-])c1)=NO2 (stereo not given)	-1.6
13	Cc1ccc(-c2ccc(CN3C(C)C(=O)N(Cc4cn(CCC5OCCCO5)nn4)CCS3(=O)=O)cc2)cc1 (stereo not given)	2.9
14	CCOC(=O)c1cnc(SCc2ccccc2)nc1N	-1.9
15	FC(F)(F)c1ccc(N2CCN(c3cc(-c4ccccc4)nc4ncnn34)CC2)nc1	-2.4
16	O=S(=O)(c1cccc(C(F)(F)F)c1)N1CCN(C(=S)NCc2ccco2)CC1	-1.9
17	COc1ccc(C(C)=O)cc1COC(=O)c1ccc(OCc2c(C)noc2C)cc1	-1.8
18	O=S(=O)(Nc1cccc2cccnc12)c1ccccc1	-1.6
19	CCCCCOC(=O)NCC(O)c1ccccc1 (stereo not given)	-0.5
20	O=C1c2ccccc2CCC12N=NCC2c1ccc(Br)cc1 (stereo not given)	4.8
21	COc1ccc(N(C(=O)Cc2cccs2)C2C=CS(=O)(=O)C2)cc1 (stereo not given)	2.6
22	C[C@@H](C(=O)Nc1ccc2ccccc2c1)[C@@H]1C[C@@]1(C)[C@@H](NC(=O)c1cnccn1)c1ccccc1	-1.4
23	Cc1cccc(C(=O)NCC(=O)N2CCN(S(=O)(=O)c3cc(C)ccc3C)CC2)c1	-2.4
24	COc1ccc(N2CCN(C(=O)C3CC(=O)N(c4ccc(C)cc4)C3)CC2)cc1 (stereo not given)	1.7
25	CS(=O)c1ccccc1-c1nc(-c2cc(C(F)(F)F)cc(C(F)(F)F)c2)no1 (stereo not given)	0.0
26	COc1ccc2nc3ccccc3[n+]([O-])c2c1	1.4
27	O=S(=O)(NCC1CCCO1)c1ccc(S(=O)(=O)N(Cc2ccccn2)C2CC2)cc1 (stereo not given)	2.3
28	CCc1nnc(NS(=O)(=O)c2ccc(N=Cc3c(C)[nH]n(-c4ccc(Cl)cc4)c3=O)cc2)s1	-0.3
29	Cn1c(C(=O)O)c(CC(=O)NCc2cccnc2)c2ccccc21	0.0
30	COc1ccc(OC)c(NC(=O)c2cc3sccc3n2C)c1	-0.5

(list continues)
item	Compound	TbREL1 primary
31	C[C@H](NC(=O)c1ccco1)C(=O)NNC(=O)COc1cccc(C(F)(F)F)c1	4.1
32	COC(=O)c1cn(NC(=O)c2cnccn2)c(=O)c2ccccc12	6.2
33	CCOC(=O)Cc1nn(C(C)C)c(=O)c2ccccc12	-1.1
34	O=C(OCc1cn([C@H]2C[C@H](c3ccccc3)N(C(=O)c3cccs3)C[C@@H]2O)nn1)c1ccccc1	2.3
35	CC1(C(=O)NCCC#N)CCN1C(=O)Cc1ccc(-c2ccccc2)cc1 (stereo not given)	-0.6
36	O=c1[nH]c2cc3c(cc2cc1CN(Cc1cccnc1)C(=S)NCc1ccco1)OCCO3	0.8
37	Nn1c(SCc2ccc(Br)cc2)nnc1-c1n[nH]c2c1CCC2	1.2
38	Fc1cccc(Cl)c1CSc1nnc(CNc2ccccc2)o1	-5.2
39	Cc1cccnc1CN1CCN(C(=O)c2cc(COc3ccc4ncccc4c3)on2)CC1	-2.9
40	CC(C)(C)OC(=O)CNC(=O)c1nc[nH]c1C(=O)N1CCN(c2ccccc2)CC1	-3.9
41	NC(=O)c1ccc(SCC(=O)OCC(=O)N2CCN(C(=O)c3ccco3)CC2)c([N+](=O)[O-])c1	5.3
42	COC(=O)c1cc(C(=O)Nc2cc(C)on2)cc([N+](=O)[O-])c1	1.7
43	CCCCn1nnnc1C(c1cc2ccccc2o1)N1CCN(C/C=C/c2ccccc2)CC1 (stereo not given)	2.5
44	Cc1ccc(OCCC(=O)OC(C)C(=O)Nc2ccc(Cl)cn2)cc1 (stereo not given)	3.4
45	O=C1NCCOC(=O)[C@H](Cc2ccc(F)cc2)C/C=C\C[C@@H]1CC(=O)N(CCO)Cc1ccccc1	-2.3
46	COc1ccc(CNS(=O)(=O)c2cn(C)c(=O)n(C)c2=O)cc1	-0.7
47	COc1ccc(NC(=O)CCC(=O)Nc2nnc(C(F)(F)F)s2)c(OC)c1	-0.7
48	CCCC(=O)Nc1nnc(SCC(=O)N2C(C)CCCC2C)s1 (stereo not given)	-0.5
49	COC(=O)C1=CN(c2ccc(OC)cc2OC)C(N)=C(C#N)C1c1ccccc1F (stereo not given)	-6.5
50	Cc1cc(C)n(C(=O)c2cccc(S(=O)(=O)N3CCCC3)c2)n1	0.4
51	COc1ccc(S(=O)(=O)NCC(c2ccco2)N2CCc3ccccc32)cc1 (stereo not given)	-7.2
52	O=C(N/N=C/c1ccccc1F)C(=O)N1CCCCCC1	-1.3
53	CCN(CC(=O)Nc1ccc(NC(C)=O)cc1)C(=O)c1ccc(COc2ccccc2)o1	-0.5
54	CCN(CC)CCNC(C(=O)Nc1ccc([N+](=O)[O-])cc1Br)c1ccccc1 (stereo not given)	-0.3
55	COc1ccc([C@@H](NC(=O)OC(C)(C)C)C(=O)OC(C)(C)C)cc1	-0.1
56	CC(C)NC(=O)c1onc(CSc2cccc(Cl)c2)c1C(=O)O	-0.8
57	COC(=O)C1C(=O)/C(=C(/C)N2CCCC2)C(=O)CC1(C)C (stereo not given)	0.4
58	Cc1cc(C)c2nc(NC(=O)[C@@H](NC(=O)c3cccc(S(=O)(=O)N4CCOCC4)c3)C(C)C)sc2c1	-1.0
59	CCCc1cc(=O)[nH]c(SCC(=O)N2CCC(C(=O)OCC)CC2)n1	-2.9
60	O=C(c1cc(-c2ccc(Cl)s2)nc2ccccc12)N1CCCC1	2.1

Four entries from above, field by field.
37) Nn1c(SCc2ccc(Br)cc2)nnc1-c1n[nH]c2c1CCC2
  TbREL1 primary: 1.2

45) O=C1NCCOC(=O)[C@H](Cc2ccc(F)cc2)C/C=C\C[C@@H]1CC(=O)N(CCO)Cc1ccccc1
  TbREL1 primary: -2.3

58) Cc1cc(C)c2nc(NC(=O)[C@@H](NC(=O)c3cccc(S(=O)(=O)N4CCOCC4)c3)C(C)C)sc2c1
  TbREL1 primary: -1.0

48) CCCC(=O)Nc1nnc(SCC(=O)N2C(C)CCCC2C)s1 (stereo not given)
  TbREL1 primary: -0.5

The list continues.
item	Compound	TbREL1 primary
61	CC(C)CN(C(=O)CN(C)CC(=O)Nc1ccc(Cl)c(C(F)(F)F)c1)c1c(N)n(CC(C)C)c(=O)[nH]c1=O	-0.9
62	O=C(CSc1nnc(-c2cccc(Br)c2)o1)N1CCNC1=O	-2.3
63	COCCn1c(C)cc(C(=O)COC(=O)c2c(C)nn(Cc3ccccc3)c2C)c1C	-5.8
64	Cc1occc1-c1nnc(SCC(=O)NCc2ccc(Cl)cc2)n1-c1ccccc1	-3.0
65	Cc1cc(C)c(C#N)c(SCC(=O)Nc2nnc(-c3ccccc3)s2)n1	-1.0
66	COc1cccc(NC(=O)C2CCCN2S(=O)(=O)c2ccc3c(c2)C(C)(C)C(=O)N3C)c1 (stereo not given)	1.2
67	Cc1c(C(=O)NCc2ccc(Cl)c(Cl)c2)sc(=O)n1Cc1ccc(C(=O)N(C)C)cc1	-2.0
68	COc1ccc2ccccc2c1/C=N\NC(=O)c1ccc(C)s1	1.8
69	CCOC(=O)CSc1nc2sc(C)c(C)c2c(=O)n1N	-3.2
70	O=C(Nc1ccc(Cl)cc1)N1CCc2[nH]c3ccccc3c2C1	-3.4
71	CN(C)S(=O)(=O)c1cccc(COC(=O)c2ccc(Cl)cc2O)c1	-2.8
72	N#Cc1ccc(S(=O)(=O)N2CCCCC2c2cc(C(=O)Nc3cccc4c3CCCC4)no2)cc1 (stereo not given)	0.5
73	Cc1ccc(Cn2ccc(=O)c(Cc3c(Cl)cccc3Cl)c2C)cc1	-0.9
74	COc1ccc(CCNc2oc(COc3ccc(Br)cc3)nc2C#N)cc1OC	5.3
75	Cc1cccc(NC(=O)COc2ccccc2C)n1	-1.0
76	O=C(C1=C(O)/C(=C/c2ccc(O)cc2)CCC1)C(F)(F)F	0.0
77	CCCCCNC(=O)C(c1ccncc1)n1c(=O)c(-c2ccccc2)nc2ccccc21 (stereo not given)	-3.1
78	C[n+]1ccccc1N1CCN(c2ccccc2Cl)CC1	-2.6
79	C/C(=N\Nc1ccc(Cl)c(C(=O)O)c1)c1cccc2ccccc12	-0.1
80	CC(=O)c1ccc(NC(=O)CNCc2cccs2)cc1	1.9
81	Cc1ccc(CNC(=O)C(=O)NCC(c2ccco2)N2CCOCC2)cc1 (stereo not given)	0.2
82	COC(=O)c1ccc2nc(-c3cccc(Cl)c3)c(CC3CCCCC3)n2c1	2.9
83	Cc1nc(S/C(=C/c2ccc(-c3ccc(C(=O)O)cc3)o2)C(=O)O)n[nH]1	20.8*
84	Cc1ccc(S(=O)(=O)NCC(=O)N2CCN(c3ccccn3)CC2)cc1	-3.0
85	Cc1csc(NC(=O)C(NS(=O)(=O)c2ccc(Br)s2)c2ccccc2)n1 (stereo not given)	3.6
86	Cc1cc(C)cc(C(=O)NC(CC(N)=O)c2ccc(NCCN3CCCC3)c([N+](=O)[O-])c2)c1 (stereo not given)	6.4
87	COc1ccc(NC(=O)Cn2c(NCC(C)O)nc3ccccc32)cc1Cl (stereo not given)	-0.7
88	Cc1ccc(C(=O)Nc2ccc3c(c2)OCO3)cc1NC(=O)c1ccco1	-3.6
89	CC(CNC(=O)Cn1ccc(N)nc1=O)c1ccccc1 (stereo not given)	1.2
90	COc1ccc(C)cc1NC(=O)Nc1ccc2c(c1)CCC2	7.0

Going on with the list.
item	Compound	TbREL1 primary
91	CCCS(=O)(=O)NC(=O)C1(C)CCCN(C(=O)c2cccnc2Oc2ccccc2)C1 (stereo not given)	0.8
92	Cc1cc(Nc2cccc(C(F)(F)F)c2)cc(=O)n1-c1cccc(C(F)(F)F)c1	6.3
93	O=C(c1ccc(C(F)(F)F)cc1)N1CCN(c2ccc(N3CCOCC3)nn2)CC1	-4.1
94	Nc1nc(-c2cc3ccccc3o2)cs1	-3.3
95	COc1cccc(C(=O)OC2CCN(C)CC2)c1	-2.0
96	COC(=O)C1=NN[C@H](C(=O)OC)[C@H]1c1ccccc1	2.3
97	CCCNS(=O)(=O)c1ccc(N2CCCC2=O)c([N+](=O)[O-])c1	-1.2
98	COC(=O)c1ccc(C(=O)OC)c(NC2=NS(=O)(=O)c3ccccc32)c1	-1.1
99	COc1ccc(N2CCN(C(CNC(=O)C(=O)NCc3ccc4c(c3)OCO4)c3ccco3)CC2)cc1 (stereo not given)	-1.7
100	O=S(=O)(c1cccc2nsnc12)N1CCc2ccccc21	-0.6
101	Clc1ccc(CSc2cc3c(nn2)-c2ccccc2CC3)cc1	8.6
102	COC(=O)C1CCN(C(=O)COC(=O)c2ccc(=O)n(Cc3ccccc3)n2)CC1	-0.5
103	COC(=O)[C@@]12CCCCC3=C1N(CCC3)C(=O)[C@H]2CC(=O)NCC12CC3CC(CC(C3)C1)C2	0.1
104	CC1CCN(S(=O)(=O)c2ccc3ncn(CC(=O)N4CCN(C)CC4)c(=O)c3c2)CC1	-0.3
105	C/C(N)=C(/C#N)C(=O)COC(=O)c1cccc(O)c1	-4.1
106	O=S(=O)(c1ccc(N2CCN(Cc3ccccc3)CC2)nc1)N1CCCC1	4.7
107	Cc1cccc(NC(=O)C2CC(O)CN2C(=O)Oc2ccccc2)c1 (stereo not given)	1.3
108	O=C(c1sc2ccccc2c1Cl)N(Cc1cccs1)C1CCS(=O)(=O)C1 (stereo not given)	1.5
109	COc1ccccc1N1CCN(C2CCN(S(=O)(=O)c3ccc4ccccc4c3)CC2)CC1	-2.3
110	CCCN1CCC(=O)N([C@H](CSc2ccccc2)CC(C)C)CC1	0.2
111	COC(=O)c1[nH]c2cc(OC)ccc2c1NC(=O)CCN1CCN(c2cccc(C)c2C)CC1	-1.6
112	COc1ccc(-c2cc(C(F)(F)F)nc(SCC(=O)NCCN3CCOCC3)n2)cc1OC	0.8
113	COc1nn(CC(=O)N2N=C(C(F)F)CC2(O)C(F)F)cc1[N+](=O)[O-] (stereo not given)	-2.4
114	CC(C)OC(=O)CC12CN3CN(C1)CC(CC(=O)OC(C)C)(C3)C2=O	-0.5
115	O=C(c1ccc(F)cc1)N1CCCCC(S(=O)(=O)c2ccccc2)C1=O (stereo not given)	0.8
116	C=CCn1c(SCC(=O)NCCc2ccccc2)nnc1C(C)NC(=O)c1cccs1 (stereo not given)	0.0
117	FC(F)(F)c1cc(-c2ccccc2)nc(NC2CCCC2)n1	5.3
118	COc1ccc(N2CC(O)=C(c3n(C)c4ccccc4[n+]3C)C2=N)cc1	5.9
119	CCCNC(=O)N1C2=NC(C(=O)OC)=C(C(=O)OC)[C@@H]3N(Cc4ccccc4)c4ccccc4[C@]23C[C@H]1CO	-0.9
120	COc1ccc(C(C#N)c2cnccn2)cc1OC (stereo not given)	-1.6
121	COc1ccc(CCn2c(-c3cccc([N+](=O)[O-])c3)nc3nc4ccccc4nc32)cc1OC	-0.3
122	CCOC(=O)N1CCN(S(=O)(=O)c2ccc(F)c(C(=O)Nc3ccc(C)c(Cl)c3)c2)CC1	-1.7

A portion of the library. The share of hits here may be higher or lower than overall.
